# L3MBTL1 block: qHTS Assay for the Inhibitors of L3MBTL1. AlphaScreen L3MBTL1–H3K9me1 peptide binding. Potency, µM (series often up to 57.1 µM), for inactives: at the top dose activity, negative = inhibition, most hits filed as inhibitors. hit rate 0.66% among 230,000. AID 485360, 2010. Lethal(3)malignant brain tumor-like protein 1 (Homo sapiens), Q9Y468; also: nearly all actives have a fitted effect of over 60% in size
#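 Displacement of a biotinylated histone H3(1-15) peptide monomethylated at Lys9 (75 nM) from L3MBTL1 (50 nM) was measured by AlphaScreen after a 30 min room-temperature compound incubation; cefsulodin titration served as intraplate control.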
# TexasRed fluor: Total Fluorescence Counterscreen for Inhibitors of the Interaction of Thyroid Hormone Receptor and Steroid Receptor Coregulator 2; AID 1479, 2009; Potency, µM (doses to about 106 µM), without a hit: at the top dose fluorescence change, negative = quenching; TRb/SRC2 Texas Red total fluorescence interference; hit rate 0.29% among 280,000; active = well fitted curve in either direction with a large enough effect; inconclusive = small, poorly fitted or top-dose-only effect
#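 Human TRβ ligand-binding domain (0.6 uM) and Texas Red SRC2 peptide (20 nM) in Tris buffer with 1 uM T3 and 5% DMSO were incubated with pinned compound for 5 hr at ambient temperature. Total fluorescence was computed as S + 2P (555/632 nm).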
# aGal spleen mod: qHTS Assay for Inhibitors and Activators of Human alpha-Galactosidase From Spleen Homogenate. Alpha-galactosidase A (Homo sapiens), P06280. human spleen homogenate, 4MU-alpha-Gal fluorescence, 40 min. Potency, µM (doses to about 80 µM), for the others: at the highest dose activity change, negative = inhibition, most hits filed as inhibitors. hit rate 0.008% among 240,000. AID 2107, 2009;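 also: 0% = enzyme with vehicle and -100% = no enzyme basal signal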
# Target sequence (P06280 32-429 limits assumed): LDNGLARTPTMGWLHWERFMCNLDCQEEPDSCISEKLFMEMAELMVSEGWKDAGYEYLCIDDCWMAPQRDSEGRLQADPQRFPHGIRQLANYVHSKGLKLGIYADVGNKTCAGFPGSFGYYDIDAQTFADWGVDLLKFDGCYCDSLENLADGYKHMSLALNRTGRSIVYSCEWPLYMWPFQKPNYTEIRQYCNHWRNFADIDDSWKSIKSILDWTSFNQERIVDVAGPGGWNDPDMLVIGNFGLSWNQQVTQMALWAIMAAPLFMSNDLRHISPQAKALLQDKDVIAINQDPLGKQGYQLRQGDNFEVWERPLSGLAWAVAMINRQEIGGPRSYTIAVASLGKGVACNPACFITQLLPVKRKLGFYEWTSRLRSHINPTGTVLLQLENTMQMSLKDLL
#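 Inhibition or activation of alpha-galactosidase in human spleen homogenate is scored by 4-MU fluorescence after 40 min at 37C, pH 5.0, with 1 mM substrate. AC50s come from concentration-response fitted to the Hill equation.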
# TRb-SRC2 inh: qHTS for Inhibitors of the Interaction of Thyroid Hormone Receptor and Steroid Receptor Coregulator 2; Thyroid hormone receptor beta (Homo sapiens), P10828; TRbeta-SRC2 peptide binding, fluorescence polarization; receptor liganded with 1 µM T3; Potency, µM (series often up to 106 µM), for the others: top-dose activity change, negative = inhibition, hits mostly inhibitors; hit rate 0.065% among 280,000;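 also: plate controls were bound peptide for no effect and peptide without receptor for full effect; nearly all actives have a fitted effect of over 50% in size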
#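 Assay buffer: 20 mM Tris-HCl, 100 mM NaCl, 10% glycerol, 1 mM EDTA, 0.01% NP-40, 1 mM DTT, 1 uM T3, 5% DMSO; TRb LBD 0.6 uM, Texas Red SRC2 20 nM; FP after 5 hr.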
# Tau FP inhib: qHTS for Inhibitors of Tau Fibril Formation, Fluorescence Polarization | Microtubule-associated protein tau (Homo sapiens), P10636 | K18 P301L tau heparin fibrillization, Alexa594 FP, 6 h | Potency, µM (titrated, usually from 57.7 µM), for inactives: at the top dose activity, negative = inhibition, usual class: inhibitors | hit rate 0.39% among 280,000; also: nearly all actives have a fitted effect of over 55% in size
# Target sequence (P10636 561-689 P618L limits assumed): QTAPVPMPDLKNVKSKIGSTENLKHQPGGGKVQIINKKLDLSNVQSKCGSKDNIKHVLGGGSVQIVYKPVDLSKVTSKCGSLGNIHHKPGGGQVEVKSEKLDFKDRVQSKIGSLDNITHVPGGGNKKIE
#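 Quantitative HTS format: compounds meet 15 uM recombinant K18 P301L tau and Alexa 594-tau tracer in 100 mM sodium acetate pH 7; 20 uM heparin triggers fibrillization at 37 C over 6 hr; FP gives the signal.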
# ALDH1A1 block: qHTS Assay for Inhibitors of Aldehyde Dehydrogenase 1 (ALDH1A1). Purified ALDH1A1, NADH fluorescence, propionaldehyde substrate. Potency, µM (top dose mostly 75.3 µM), without a hit: at the highest dose activity, negative = inhibition, actives largely listed as inhibitors. AID 1030, 2008. hit rate 7.3% among 220,000; active = well fitted inhibition curve with a large enough effect, not every such curve was filed as active; inconclusive = small, poorly fitted or top-dose-only effect, or another doubt; inactive = no such curve, though single readings can be large or run the other way;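 also: plate controls were no enzyme wells and a reference inhibitor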
# Target sequence (P00352 whole entry, looked up): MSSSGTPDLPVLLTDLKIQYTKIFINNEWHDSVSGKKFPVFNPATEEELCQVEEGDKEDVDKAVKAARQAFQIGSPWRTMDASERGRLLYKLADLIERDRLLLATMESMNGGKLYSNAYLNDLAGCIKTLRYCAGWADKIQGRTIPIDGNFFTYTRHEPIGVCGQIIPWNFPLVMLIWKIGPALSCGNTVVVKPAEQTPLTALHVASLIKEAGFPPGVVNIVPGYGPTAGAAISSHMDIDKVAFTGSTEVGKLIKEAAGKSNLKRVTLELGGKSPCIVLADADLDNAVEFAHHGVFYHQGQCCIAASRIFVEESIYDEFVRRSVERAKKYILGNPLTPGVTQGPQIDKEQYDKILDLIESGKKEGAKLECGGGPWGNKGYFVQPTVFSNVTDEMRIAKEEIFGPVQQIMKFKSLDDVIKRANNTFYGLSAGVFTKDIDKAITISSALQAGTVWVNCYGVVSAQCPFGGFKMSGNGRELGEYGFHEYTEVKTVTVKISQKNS
# Tau fibril ThT: qHTS for Inhibitors of Tau Fibril Formation, Thioflavin T Binding; AID 1460, 2008; recombinant tau K18 P301L, heparin-induced fibrillization, ThT fluorescence; Microtubule-associated protein tau (Homo sapiens), P10636; Potency, µM (top dose mostly 57.4 µM), for inactives: top-dose activity, negative = inhibition, usual class: inhibitors; hit rate 2.1% among 270,000; also: nearly all actives have a fitted effect of over 55% in size
#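 Using a mix of unlabeled (15 uM) and Alexa 594-labeled (0.24 uM) tau K18 P301L, heparin-triggered fibrillization over 6 hr at 37 C was scored by ThT fluorescence.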
# Tau fluor counter: Counterscreen qHTS for Inhibitors of Tau Fibril Formation, Fluorescence Polarization; tau K18 P301L (four-repeat tau fragment) Alexa594 fluorescence, heparin fibrillization; Potency, µM (doses to about 57.7 µM), for inactives: at the top dose activity change, negative = decrease; hit rate 0.93% among 280,000; AID 1463, 2008; also: nearly all actives have a fitted effect of over 55% in size
#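 Human K18 P301L tau (15 uM unlabeled plus 0.24 uM Alexa 594-labeled, final) in 100 mM sodium acetate pH 7 was mixed with compound and 20 uM heparin and incubated 6 hr at 37 C.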
# An asterisk follows results filed as active; ? = inconclusive; / = not tested or not shown; [ ] = another dose, or the depositor's remark. Unless noted, calls follow the shape of the dose curve; as a rule, active = well fitted curve in the direction sought with a large enough effect; inconclusive = small, poorly fitted or top-dose-only effect, or another doubt; inactive = no such curve, though single readings can be large; an effect the other way counts as inactive or inconclusive. Unless noted, % is scaled to controls: 0 for no effect and ±100 for the full control effect; potency is read from the fitted curve at half-maximal effect. Not a hit list; 8.5% or so of the library scored in one or more.
SMILES,L3MBTL1 block,TexasRed fluor,aGal spleen mod,TRb-SRC2 inh,Tau FP inhib,ALDH1A1 block,Tau fibril ThT,Tau fluor counter
COc1cc(C(=O)Oc2ccccc2/C=N/NC(=O)c2ccc(Cl)cc2Cl)cc(OC)c1OC,-8%,4%,-9%,1%,-14%,10%,-23%,-22%
Cc1ccc(CN2CCN(Cc3cn[nH]c3-c3cccc(F)c3)CC2CCO)o1 (stereo unspecified),27%,-8%,-4%,-10%,-3%,-2%,4%,-5%
O=C(Nc1ccc(F)cc1)c1cccc(NC(=O)C2C3CC4OC(=O)C2C4C3)c1 (stereo unspecified),/,1%,14%,-20%,-5%,-15%,-5%,-11%
CN(c1ccc(C(=O)N2CCOCC2)cc1)S(C)(=O)=O,/,-1%,-14%,0%,-3%,8%,-9%,-5%
CCc1ccc(C(=O)COC(=O)c2cnc(C)cn2)cc1,7%,1%,-4%,-5%,-1%,3%,4%,2%
CCOc1ccc(-n2cc(-c3ccccc3)c3c(=O)[nH]cnc32)cc1,/,-1%,-1%,-11%,-10%,-2%,?,?
CCc1ccc(C(C)NC(=O)/C=C/c2ccc(Br)cc2)cc1 (stereo unspecified),/,-3%,5%,0%,-7%,15%,-7%,-12%
O=C(CCC(=O)N1CCN(c2ccc(O)cc2)CC1)c1ccc(Br)cc1,2%,-4%,2%,2%,14%,/,?,-10%
COc1ccc(NC(=O)CSc2nc(C)cs2)cc1,?,-2%,5%,-2%,-8%,4%,-4%,-4%
CCc1ccccc1NC(=O)c1ccoc1C,4%,1%,10%,-2%,-2%,4%,1%,6%
CS(=O)(=O)N(CC(=O)N1CCCC1)Cc1ccc(Cl)cc1,7%,0%,1%,4%,7%,11%,5%,6%
CC(=O)Nc1ccc(C(=O)NNC(=O)CCc2ccccc2)cc1,-4%,1%,3%,-1%,2%,14%,-3%,1%
Cc1cc(=O)n(CC(=O)NC(C)c2ccccc2)c2c1c(C)nn2-c1cccc(F)c1 (stereo unspecified),/,251µM*[quencher],/,-23%,-4%,/,-3%,-9%
Cc1nn(CCC(=O)Nc2ccc(Cl)cc2)c(C)c1S(=O)(=O)N1CCCCC1,/,-1%,/,4%,?,/,0%,-24%
CN(C)CCCCCNCCCNC(=O)/C=N\O,-4%,-4%,-13%,-1%,-9%,4%,1%,2%
CC(=O)Nc1ccc(S(=O)(=O)N[C@@H](C)C(=O)OCc2ccc(Cl)cc2)cc1,3%,-3%,2%,9%,-9%,-5%,-1%,-12%
CC(C)CC(c1nnnn1CC1CCCO1)N1CCN(Cc2ccc3c(c2)OCO3)CC1 (stereo unspecified),8%,-2%,-3%,-4%,0%,2%,4%,6%
CC(C)(C)OC(=O)NCc1nc(N)n[nH]1,5%,-1%,2%,-1%,1%,17%,-3%,1%
C=CCN(CC=C)C(=O)c1cccc(S(=O)(=O)N2c3ccccc3CC2C)c1 (stereo unspecified),/,-1%,12%,0%,8%,/,/,-14%
CCCCNC(=O)C1CCCN(S(=O)(=O)c2ccc(S(=O)(=O)NCC(C)C)cc2)C1 (stereo unspecified),/,0%,-15%,0%,-10%,2%,-2%,-8%
CCOc1ccc(C(=O)NCCCN2CCCC2=O)cc1,/,-1%,11%,-6%,12%,5%,-1%,3%
Cc1cc(C)n2nc(Nc3ccccc3)cc2n1,4%,-2%,12%,-13%,-2%,-17%,?,-22%
OCCN(CCO)c1nc(-c2ccccc2)nc2c1oc1ccccc12,4%,-1%,1%,-1%,-5%,?,-6%,-14%
COc1cc(C(c2c(C)[nH][nH]c2=O)c2c(C)[nH][nH]c2=O)ccc1OC(=O)c1cccc([N+](=O)[O-])c1,-7%,-2%,-16%,?,-1%,4%,?,?
O=C(Cc1ccc(-n2c(=O)c3ccccc3n(CC(=O)Nc3ccc(F)cc3F)c2=O)cc1)NCc1ccco1,-5%,1%,-1%,-7%,10%,-3%,1%,-4%
# Other results follow:
SMILES,L3MBTL1 block,TexasRed fluor,aGal spleen mod,TRb-SRC2 inh,Tau FP inhib,ALDH1A1 block,Tau fibril ThT,Tau fluor counter
Cc1c(Cl)cccc1NC(=O)N1CCC(CN2CCCC2)CC1,/,7%,/,2%,-3%,/,0%,5%
Cc1ccc(-c2csc(NC(=O)CSc3nc(C)cc(=O)[nH]3)n2)cc1,/,-1%,-17%,-2%,?,?,?,?
Cc1cc(C)c(NC(=O)COC(=O)C2CCC(=O)N2)c(C)c1 (stereo unspecified),/,-1%,3%,-1%,3%,6%,-7%,-2%
COc1cc(C)ccc1OCCCOc1ccccc1Br,43%[activator],-1%,0%,0%,4%,8%,?,-13%
Cc1ccc(OCC(=O)NCC2(N3CCN(C)CC3)CCCCC2)cc1C,/,6%,/,-3%,-1%,/,-6%,-9%
Cc1ccc(-c2nc(CS(=O)(=O)CC(=O)Nc3ccc(Br)cc3F)c(C)o2)cc1,/,-2%,/,-3%,-8%,/,9%,-17%
CC(=O)Nc1ccc(OCC(O)CN2C(C)(C)CC(O)CC2(C)C)cc1 (stereo unspecified),9%,-1%,-2%,-1%,-4%,4%,-7%,-1%
CC(C)(C)NC(=O)c1nc2nc(-c3ccccc3)cc(C(F)(F)F)n2n1,1%,-2%,-2%,-2%,10%,?,-3%,2%
CCS(=O)(=O)Nc1ccc(Cc2ccc(NS(=O)(=O)CC)cc2)cc1,/,0%,0%,0%,-3%,2%,-7%,-15%
CCc1ccc(NC(=O)CN2C(=O)C(c3ccc(F)cc3)=NC2(C)C)cc1,/,0%,/,4%,-7%,/,-1%,-17%
S=C(NCc1ccc(Cl)cc1)NN1CCOCC1,-4%,-1%,-18%,-5%,1%,4%,0%,2%
COc1ccc(-c2cc3nc(-c4ccccc4)cc(N4CCC5(CC4)OCCO5)n3n2)cc1,54%[activator],-2%,20%,-6%,-12%,?,-15%,-25%
O=S(=O)(c1ccc(Cl)cc1)N1CCCN(c2nc3ccc(Cl)cc3s2)CC1,11%,-3%,5%,-6%,-14%,9%,-3%,-20%
O=C(N1CCOCC1)N1CCC(n2nnc3ccccc32)CC1,-2%,-3%,22%,2%,5%,-19%,-7%,0%
Cc1cccc(OCc2nnc(SCC(=O)Nc3ccc(C)c(Cl)c3)o2)c1,4%,-3%,-2%,-2%,?,6%,?,-29%
COc1ccc(-n2c(=O)c(NC(=O)c3ccccc3)c3n(c2=S)CCCCC3)cc1,1%,-3%,0%,-4%,4%,1%,-1%,0%
Cc1ccccc1-n1c(SCc2c(C)noc2C)nnc1-c1cccnc1,-3%,-1%,13%,0%,0%,5%,-13%,-15%
CC(OC(=O)c1ccccc1NCc1ccco1)C(=O)Nc1ncc(Cl)cc1Cl (stereo unspecified),6%,1%,?,-3%,3%,?,-15%,-14%
Cc1cccc(N2CCN(CC(O)COc3ccccc3Cl)CC2)c1 (stereo unspecified),/,-1%,-4%,-1%,7%,/,?,-17%
COc1ccc(-c2cc(C(F)(F)F)nc(SCC(=O)NCc3cnn(C)c3C)n2)cc1OC,-12%,-8%,-3%,-1%,-7%,?,-15%,-8%
CCC1CCCCN1C(=S)NCc1ccccc1 (stereo unspecified),2%,-2%,4%,0%,1%,14%,-2%,-1%
COc1ccc(CNC(=O)C(C)n2nc(C)c3c(C)n(-c4ccccc4)nc3c2=O)c(OC)c1 (stereo unspecified),/,0%,/,-5%,1%,/,13%,9%
CC(C)NS(=O)(=O)c1ccc(NC(=S)NC(=O)c2ccc(-c3ccccc3)cc2)cc1,-2%,-7%,-5%,-8%,-8%,11µM*,-4%,-22%
CCc1cccc(CC)c1NC(=S)NCc1ccc2c(c1)OCO2,-5%,-1%,-9%,-2%,-4%,-11%,-4%,-8%
CCOCN(C(=O)Cn1c(C(C)O)nc2ccccc21)c1c(C)cccc1CC (stereo unspecified),-10%,1%,-5%,6%,0%,9%,22%,6%

# Part of the list above, reformatted:
CCS(=O)(=O)Nc1ccc(Cc2ccc(NS(=O)(=O)CC)cc2)cc1
  L3MBTL1 block: / | TexasRed fluor: 0% | aGal spleen mod: 0% | TRb-SRC2 inh: 0% | Tau FP inhib: -3% | ALDH1A1 block: 2% | Tau fibril ThT: -7% | Tau fluor counter: -15%

CC(C)(C)NC(=O)c1nc2nc(-c3ccccc3)cc(C(F)(F)F)n2n1
  L3MBTL1 block: 1% | TexasRed fluor: -2% | aGal spleen mod: -2% | TRb-SRC2 inh: -2% | Tau FP inhib: 10% | ALDH1A1 block: ? | Tau fibril ThT: -3% | Tau fluor counter: 2%

CC(C)NS(=O)(=O)c1ccc(NC(=S)NC(=O)c2ccc(-c3ccccc3)cc2)cc1
  L3MBTL1 block: -2% | TexasRed fluor: -7% | aGal spleen mod: -5% | TRb-SRC2 inh: -8% | Tau FP inhib: -8% | ALDH1A1 block: 11µM* | Tau fibril ThT: -4% | Tau fluor counter: -22%

# Following part.
SMILES,L3MBTL1 block,TexasRed fluor,aGal spleen mod,TRb-SRC2 inh,Tau FP inhib,ALDH1A1 block,Tau fibril ThT,Tau fluor counter
CC(C)(O)C1Cc2cc(/C=C/C(=O)O)c(O)cc2O1 (stereo unspecified),4%,-5%,8%,1%,-5%,?,-12%,-11%
Cc1ccc(N(Cc2cccs2)C(=O)c2ccccc2Cl)cc1,/,-16%,/,8%,1%,/,-2%,-7%
NC(=O)C1CCN(Cc2nc3cc(Cl)ccc3c(=O)[nH]2)CC1,/,-1%,-19%,-11%,-4%,9%,-11%,-15%
CCS(=O)(=O)N1CCN(S(=O)(=O)c2ccccc2[N+](=O)[O-])CC1,-15%,-3%,13%,0%,-5%,-1%,2%,-3%
CCn1c(=O)cc(OCC(=O)NCC2CCCO2)c2ccccc21 (stereo unspecified),/,2%,1%,-1%,4%,-14%,-5%,-5%
O=[N+]([O-])c1cccc(/C=N/NC2CCS(=O)(=O)C2)c1 (stereo unspecified),6%,0%,15%,-11%,3%,/,-10%,-9%
